Bioassay records as filed in PubChem.
mcGAS inh: mouse cGAS inhibition by luminescence; recombinant cGAS, Kinase-Glo ATP depletion luminescence; Q8C6L5; actives 0.15% (n = 160,000); inhibition, % at 12.5 µM;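 also: 0% = negative control wells and 100% = reference inhibitor with no enzyme activity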
hcGAS lum: inhibitors of human cGAS. actives 0.081% (n = 290,000). AID 1259398. recombinant h-cGAS, ATP depletion, Kinase-Glo luminescence. inhibition, % at 12.5 µM. Q8N884;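 also: 0% = vehicle reaction and 100% = reaction without DNA for no activity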
Target sequence (Q8N884 whole entry, looked up): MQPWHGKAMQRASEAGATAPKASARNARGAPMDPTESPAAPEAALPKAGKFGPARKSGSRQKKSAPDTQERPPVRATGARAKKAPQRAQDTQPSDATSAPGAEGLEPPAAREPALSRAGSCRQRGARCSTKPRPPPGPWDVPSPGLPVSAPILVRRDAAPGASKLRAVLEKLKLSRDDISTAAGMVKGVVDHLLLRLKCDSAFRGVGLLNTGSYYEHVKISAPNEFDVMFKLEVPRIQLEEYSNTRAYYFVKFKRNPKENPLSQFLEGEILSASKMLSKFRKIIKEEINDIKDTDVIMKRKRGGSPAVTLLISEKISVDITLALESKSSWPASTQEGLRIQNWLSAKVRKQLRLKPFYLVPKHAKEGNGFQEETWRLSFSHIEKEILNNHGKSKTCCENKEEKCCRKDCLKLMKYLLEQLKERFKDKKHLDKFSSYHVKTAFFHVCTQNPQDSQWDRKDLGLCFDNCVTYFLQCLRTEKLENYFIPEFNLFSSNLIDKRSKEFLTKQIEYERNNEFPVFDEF
NPYLR7 agonist: mosquito NPYLR7 agonism; HEK293T NPYLR7/Galpha15, GCaMP6s calcium fluorescence; activation, % at 10 µM; actives 0.15% (n = 270,000); AID 1259423; in the data active = activation above about 40%;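 also: 0% = vehicle and 100% = reference agonist at the receptor; some compounds past the cut are filed as inactive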
Active calls of the source: *; . = not tested or not shown; & = joins results of further samples. Rule as the data show it, unless noted: active = inhibition above about 40%; inactive = the rest.

Every second line gives: mcGAS inh, hcGAS lum, NPYLR7 agonist
> Cc1ccccc1-c1nnc(SCc2ccc(F)cc2F)n1-c1ccccc1
  -5, -4, .
> N#CCCN(CCC#N)C(=O)CSc1nnc(-c2ccco2)n1CCC(N)=O
  -7, -7, 0
> O=C(NC(c1ccco1)C(F)(F)F)c1nc(N2CCCC2)nc2c1CCCC2 (stereo not given)
  -8, -4, 2
> CCCCNC(=O)NS(=O)(=O)c1ccc(OC(F)(F)F)cc1
  ., -1, -2
> CC(C)C1CN(C(=O)c2ccncc2F)c2ccccc2N1 (stereo not given)
  ., -7, 5
> O=C1/C(=C/c2ccc(O)cc2)SC(=Nc2ccccc2)N1c1ccccc1
  -4, -4, -5
> CNC(=O)c1ccc2c(c1)ncn2-c1ccc(C)cc1C
  ., -2, -2
> FC(F)(F)c1ccnn1-c1c(Cl)cc(Cl)cc1Cl
  ., -5, -1
> Cc1ccsc1CN(Cc1ccc(F)cc1)C(=O)CN(CC(C)C)C(=O)COCc1ccccc1
  2, 2, -10
> Cc1noc(C(C)NS(=O)(=O)c2ccc(OC(C)C)c3ccccc23)n1 (stereo not given)
  ., -5, 1
> Cc1cc2cc(CNC(=O)Cc3ccc(F)cc3)ccc2n1C
  -7, -6, -2
> COc1ccc(C2(CNC(=O)c3cc4c(C)nn(C)c4s3)CCOCC2)cc1OC
  -4, -1, -3
> O=C(Nc1ccccc1F)N1CCSC1c1ccc(F)cc1 (stereo not given)
  -3, -6, -5
> CN(C)CCCN(C(=O)CN1C(=O)CCC1=O)c1nc2c(F)cc(F)cc2s1
  -6, -1, 7
> Cc1cccc(NC(=O)c2c(-c3ccccc3Cl)noc2C)c1
  ., -5, -1

The list continues.
Every second line gives: mcGAS inh, hcGAS lum, NPYLR7 agonist
> COCCN(CC(=O)N(CCc1c[nH]c2ccccc12)Cc1ccc(C)cc1)C(=O)c1ccc(OC)cc1
  -4, -3, -1
> COc1cn(CC(=O)Nc2ccc(C)cc2C)c(CN2CCCCC2)cc1=O
  -8, -10, -4
> CCCCSc1nnc2c(n1)OC(C)(C)Nc1ccccc1-2
  -5, -3, 3
> COc1ccc(CC2CC(=O)N2)cc1 (stereo not given)
  ., 2, 4
> O=C1CSC2=NCN(c3ccc(F)cc3)CN12
  ., -2, -7
> CC(NS(=O)(=O)c1ccc(Br)cc1)c1ccccc1F (stereo not given)
  ., -6, 1
> COc1cc(/C=C/C(=O)NCCSc2ncc(-c3ccccc3)[nH]2)cc(OC)c1OC
  -7, -6, 1
> O=C(C1CC1)N(CCN1CCOCC1)Cc1nccn1Cc1ccc(Cl)cc1Cl
  -4, -4, 9
> CN(C)CCNC(=O)c1cnc(-c2ccccc2)nc1Oc1ccccc1F
  ., -1, 2
> CC1(C(=O)NCc2ccc3c(c2)OCO3)CCN1Cc1ccccc1Cl (stereo not given)
  ., -2, 2
> Cc1ccsc1C=NN=C(N)N
  ., 2, 2
> Cc1[nH]c2ccccc2c1C(c1ccccn1)N1CCC(C)CC1 (stereo not given)
  ., -6, 2
> Cc1onc(-c2ccccc2Cl)c1C(=O)Nc1ccc(C(=O)O)cc1
  -6, -5, -2
> CC(=O)Oc1ccc(Cn2cc(C(=O)NCc3ccco3)sc2=O)cc1
  ., -6, 8
> CCC(C)Nc1cc(C)nc2c(-c3ccc(C)cc3)c(C)nn12 (stereo not given)
  -6, -1, -8

Following part
Every second line gives: mcGAS inh, hcGAS lum, NPYLR7 agonist
> Cc1nc(C(F)(F)F)nc(-c2ccc(C(C)N3CCOCC3)cc2)c1C (stereo not given)
  3, 2, 8
> CCS(=O)(=O)c1c(Nc2cc(C)ccc2C)sc(C(=O)c2ccccc2)c1N
  -8, -7, -9
> Cn1c(=O)c2c(nc(CN3CCN(CCO)CC3)n2Cc2ccc(Cl)cc2)n(C)c1=O
  -9, -1, 1
> CCCNc1ncc(-c2nccn2CC2CCOCC2)cn1
  -19, -9, 21
> COc1cc(C=NNc2nc3ccccc3[nH]2)ccc1OC(F)F
  -5, -8, 10
> CCOC(=O)c1cc(-c2ccc(F)cc2)n(C2CCN(C(=O)c3sc4ccccc4c3Cl)CC2)n1
  -3, -5, 20
> CCc1nnc(CN(CC)C(=O)c2csc(-c3cccs3)n2)o1
  ., -5, 0
> COc1ccc(CN2CCNC(=O)C2CC(=O)N2CCCCCCC2)cc1OC (stereo not given)
  ., -6, 3
> Cc1ccccc1COC1CCCN(C(=O)Nc2cccc(Cl)c2)C1 (stereo not given)
  -6, -7, -7
> Cc1c(CNC(=O)c2cc(COc3ccccc3F)[nH]n2)oc2ccccc12
  ., 4, -4
> c1ccc(-c2cn3c(nc4ccccc43)[nH]2)cc1
  ., -4, 12
> COc1ccc(Cn2ccnc2CN(CC(C)C)C(=O)c2ccco2)cc1
  -5, -4, 16
> CC(=O)c1ccc(S(=O)(=O)NCCCn2ncccc2=O)cc1
  -12, -2, -2
> FC(F)(F)c1cccc(N2CCN(C3CCCN(Cc4c[nH]c5ccccc45)C3)CC2)c1 (stereo not given)
  ., 1, -2
> CC1=C(C(=O)O)N2C(=O)[C@@H](NC(=O)C(N)c3ccccc3)[C@H]2SC1 (stereo not given in full)
  -3, 1&-7, -5&3

Other structures:
Every second line gives: mcGAS inh, hcGAS lum, NPYLR7 agonist
> CCOC(=O)N1CCN(C(=O)Cc2csc(NC(=O)CN(CCOC)C(=O)c3ccco3)n2)CC1
  -5, -2, -8
> CCC(Sc1nncn1CC(F)(F)F)c1ccc(F)cc1 (stereo not given)
  ., -8, 3
> CCSc1ncc(-c2c(-c3ccccc3)ncn2Cc2cccnc2)cn1
  ., -2, 1
> O=C(NNC(=O)c1ccco1)c1ccc(=O)n(Cc2ccc(Cl)cc2)c1
  -8, -7, -10
> Cc1cc(NC(=O)CN2CCOc3ccccc32)no1
  ., -17, 0
> COc1cccc(Cn2c3c(c(C)c2C(=O)Nc2cccc(F)c2)CCCC3)c1
  -4, -5, 20
> CN1CC2(CCN(C(=O)c3cccc4cc[nH]c34)C2)OC1=O (stereo not given)
  ., -4, 4
> COc1ccc(-c2cc(C(=O)Nc3ccc(C)c(C)c3)c(C)n2-c2ccccc2Cl)cc1
  -6, -5, 21
> Cc1ccc(-c2nc3ccc(Cl)cn3c2NC2CCCCC2)cc1
  -8, -3, 6
> Cc1cc(NC(=O)c2ccc3ccccc3c2)n(-c2nc3c(cnn3-c3cccc(Cl)c3)c(=O)[nH]2)n1
  -6, -6, .
> COc1ccc(N2C(=O)C(c3c(C(C)C)[nH]n(-c4ccc(Cl)cc4)c3=O)=C(N3CCN(C)CC3)C2=O)c(OC)c1
  -10&-7, -9&-2, 6&7
> Cc1onc(-c2c(Cl)cccc2Cl)c1C(=O)Nc1cccc(F)c1
  ., -1, 4
> Cc1cc(C)c(NC(=O)C2=NN(C3CCS(=O)(=O)C3)C(=O)CC2)c(C)c1 (stereo not given)
  -8, -5, 3
> CCCC(NC(=O)c1ccc(C)cc1C)c1nn[nH]n1 (stereo not given)
  0, 2, -3
> O=C(NCC1CC1)[C@@]1(OCc2ccc(F)cc2)CC(OCc2cccc(C(F)(F)F)c2)[C@H](O)[C@H](O)C1 (stereo not given in full)
  -6, -10, 21

New compounds follow:
Every second line gives: mcGAS inh, hcGAS lum, NPYLR7 agonist
> O=C(NC1CCCCC1)c1nn2c(c1Br)NC(c1cccs1)CC2C(F)(F)F (stereo not given)
  -3, -1, 6
> COCCCN(CC(=O)Nc1cc(-c2ccccc2)nn1-c1ccc(F)cc1)C(=O)Nc1ccccc1OC
  -4, -7, -2
> CCC(O)Cn1ncnc1C(C)(C)NC(C)=O (stereo not given)
  -8, -17, .
> COc1ccc(-n2c(CCC(=O)NCCOc3ccccc3)ccc2-c2ccc(Cl)cc2)cc1
  -6, -4, -4
> Nc1ccn([C@@H]2O[C@H](CO)[C@@H](O)C2(F)F)c(=O)n1
  -9&0, -10&2, -4&-7
> COCCc1noc(CN2CCC(c3ccccc3C(=O)O)C2)n1 (stereo not given)
  -12, -5, 3
> CC1CCN(Cc2nnnn2CCCC(=O)NC2CCc3ccccc32)CC1 (stereo not given)
  ., -3&-4, 5&6
> COCCCNC(=O)c1nn(-c2ccc(Cl)cc2)c(=O)n(Cc2cccc(OC)c2)c1=O
  -5, -11, 16
> Cc1nn(Cc2cccc(C(=O)N[C@H](C)C(C)(C)C)c2)c(C)c1Br
  ., -10, 6
> O=C(Cn1nc2c3sc(N4CCCC4)nc3ncn2c1=O)Nc1ccccc1Br
  -5, -4, 1
> O=C1OC(Nc2ccc(Br)cc2F)c2ccccc21 (stereo not given)
  -1, -13, 13
> COCCN(Cc1cc(Cl)ccc1OS(=O)(=O)c1ccc(NC(C)=O)cc1)C(=O)c1cccs1
  -4, -7, 19
> COCCNC(=O)CSc1nc(N)c(NC(=O)c2ccccc2)c(=O)[nH]1
  -2, 0, -6
> CCOc1ccc(C(=O)N(C)c2nnc(C34CC5CC(CC(C5)C3)C4)s2)cc1
  -7, -4, -1
> CC1SCCN1S(=O)(=O)c1ccc(Cl)cc1 (stereo not given)
  ., -1, 3

Six neighbouring entries out of the list so far, quoted:
Every second line gives: mcGAS inh, hcGAS lum, NPYLR7 agonist
> O=C(Cn1nc2c3sc(N4CCCC4)nc3ncn2c1=O)Nc1ccccc1Br
  -5, -4, 1
> O=C1OC(Nc2ccc(Br)cc2F)c2ccccc21 (stereo not given)
  -1, -13, 13
> COCCN(Cc1cc(Cl)ccc1OS(=O)(=O)c1ccc(NC(C)=O)cc1)C(=O)c1cccs1
  -4, -7, 19
> COCCNC(=O)CSc1nc(N)c(NC(=O)c2ccccc2)c(=O)[nH]1
  -2, 0, -6
> CCOc1ccc(C(=O)N(C)c2nnc(C34CC5CC(CC(C5)C3)C4)s2)cc1
  -7, -4, -1
> CC1SCCN1S(=O)(=O)c1ccc(Cl)cc1 (stereo not given)
  ., -1, 3

The results go on.
Every second line gives: mcGAS inh, hcGAS lum, NPYLR7 agonist
> O=C1NC(C(F)(F)F)CCC1C(=O)N1CCc2ccccc2C1 (stereo not given)
  ., -7, -2
> Cc1cc(C)n(Cc2ccc(C(=O)N3CCC(n4nccc4NC(=O)C4CC4)CC3)cc2)n1
  -11, -4, .
> Cc1cc(NC(=O)COc2ccc3c(c2)CCCC3=O)no1
  ., -17, 0
> CCN(CC)c1ncccc1CNC(=O)C(C)n1cncn1 (stereo not given)
  -16, -4, 2
> CC(NC(=O)Cc1ccccc1F)c1ccccn1 (stereo not given)
  -10, -11, 5
> O=C(CN1CCN(C(=O)c2ccccc2)CC1)Nc1ccc(N2CCCCCC2)cc1
  ., -14, -1
> Cc1cc(=O)[nH]c(SCCOc2ccccc2OCc2ccccc2)n1
  ., -17, 17
> COc1ccc(/C=C/C(=O)N2CCCC(c3nc(-c4cccnc4)ncc3C)C2)cc1 (stereo not given)
  ., -6, 2
> FC(F)(F)c1cccc(CNc2nc(CN3CCOCC3)nc3sc4c(c23)CCC4)c1
  ., -9, 0
> COc1cc(OC)c2c(=O)c(O)c(-c3ccc(OC)c(OC)c3)oc2c1
  ., 2, -10
> c1ccc(C(CC2CN(Cc3nccs3)CCO2)c2ccccc2)cc1 (stereo not given)
  ., -11, 4
> CC(=O)Nc1ccc(F)c(NC(=O)c2cc(C)c(C)s2)c1
  ., -15, 0
> CSC(C)C(=O)N1CCC(Nc2ccccc2)CC1 (stereo not given)
  ., 2, 12
> COc1ccc(Cn2ccc3c(nnc4c(-c5ccccc5)cnn43)c2=O)cc1
  ., -1, -2
> CCOC(=O)c1c(CSc2ccccc2)n(C2CCCCC2)c2cc(Br)c(O)cc12
  -4, -2, 8

Additional compounds follow.
Every second line gives: mcGAS inh, hcGAS lum, NPYLR7 agonist
> O=S1(=O)CCC(=NNS(=O)(=O)c2ccc(Br)cc2)c2ccccc21
  2, 9, 2
> CCOc1ccccc1/C=C(\C#N)c1nc(-c2ccc(C)cc2)c(NC(C)=O)s1
  -5, -8, 3
> S=c1[nH]nc(SCc2ccccc2)s1
  -4, -5, 3
> CCC(O)(CC)c1ccc(CN(Cc2ccccc2)Cc2ccco2)o1
  -4, -5, 6
> C[C@@]1(O)CCN(C(=O)Cn2cccn2)C[C@@H]1Cc1ccccc1
  ., 3, 0
> O=C(NCc1cc(-c2ccc(F)cc2F)on1)c1ccc(=O)oc1
  ., 0, -2
> COc1ccc(Nc2nc(-c3cccs3)nc3cc(Cl)ccc23)cc1
  -3, -2, 0
> O=C([C@@H]1C[C@@H]2C=C[C@H]1C2)N1CCC(c2nn[nH]n2)CC1
  -5, -6, .
> C/C=C\Cn1c(C(=O)N2CCCC(C(=O)OCC)C2)cc2ccsc21 (stereo not given)
  -5, -6, 11
> COc1ccc(NC(=O)CSc2nnc(CNC(=O)c3ccco3)n2-c2ccc([N+](=O)[O-])cc2)cc1
  ., -7, -6
> CSc1ccccc1OCc1cc(C(=O)N(C)CCc2c(C)n[nH]c2C)no1
  -9, -8, 1
> Cc1nn(C)c(C)c1NS(=O)(=O)c1c(C)n[nH]c1C
  ., -6, 2
> CCc1noc(CC)c1CN
  ., -10, 16
> COc1ccc(OCC(=O)Nc2sc3c(c2C(=O)NCC2CCCO2)CCCC3)cc1 (stereo not given)
  -2, 0, -2
> O=C(NCCc1ccccc1)C1CCN(C2CCN(C(=O)c3ccccn3)CC2)CC1
  ., -6&2, -5

New compounds follow.
Every second line gives: mcGAS inh, hcGAS lum, NPYLR7 agonist
> Cc1cc(C)nc(N=Cc2nc(-c3ccc(Br)cc3)oc2O)c1
  -6, -5, 5
> O=C1CC(Nc2cnc3ccccc3n2)CN1Cc1ccccc1Cl (stereo not given)
  ., -4, 8
> O=C(NCCc1ccccc1)C(C1CCCC1)N1CCN(C(=O)c2ccc(F)cc2)CC1 (stereo not given)
  ., -3, -3
> CC(C)CC(C)NC(=O)c1c(Cl)nc2ccccn12 (stereo not given)
  ., -1, -22
> Cc1ccc(Cn2c(CO)cnc2SCc2ccccc2F)cc1
  -6, -7, 3

Hits appear at their usual frequency; 0.29% or so of the library scored in one or more.
